NIH3T3 tox: kills NIH 3T3 cells. NIH 3T3 viability, CellTiter-Glo ATP luminescence, 48-72 h. Potency, µM (highest dose often 96.7 µM), for inactives: at the highest dose activity change, negative = cytotoxicity, hits mostly inhibitors. 4.3% of 94,000 active. AID 1345082; further: potency means the concentration at half of the fitted maximal effect; nearly all actives have a fitted effect of over 55% in size
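Cells were seeded at 400 per well, treated with pin-transferred compound, and kept 48 or 72 hr at 37 °C before CellTiter-Glo addition and luminescence imaging of cellular ATP.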
Luciferase inh: Photinus pyralis luciferase inhibition | P08659 | purified P. pyralis luciferase, luminescence, biochemical | Potency, µM (highest dose often 115 µM), for inactives: top-dose activity change, negative = inhibition, hits mostly inhibitors | 2.5% of 76,000 active; further: potency means the concentration at half of the fitted maximal effect; nearly all actives have a fitted effect of over 65% in size
Target sequence (P08659 whole entry, looked up): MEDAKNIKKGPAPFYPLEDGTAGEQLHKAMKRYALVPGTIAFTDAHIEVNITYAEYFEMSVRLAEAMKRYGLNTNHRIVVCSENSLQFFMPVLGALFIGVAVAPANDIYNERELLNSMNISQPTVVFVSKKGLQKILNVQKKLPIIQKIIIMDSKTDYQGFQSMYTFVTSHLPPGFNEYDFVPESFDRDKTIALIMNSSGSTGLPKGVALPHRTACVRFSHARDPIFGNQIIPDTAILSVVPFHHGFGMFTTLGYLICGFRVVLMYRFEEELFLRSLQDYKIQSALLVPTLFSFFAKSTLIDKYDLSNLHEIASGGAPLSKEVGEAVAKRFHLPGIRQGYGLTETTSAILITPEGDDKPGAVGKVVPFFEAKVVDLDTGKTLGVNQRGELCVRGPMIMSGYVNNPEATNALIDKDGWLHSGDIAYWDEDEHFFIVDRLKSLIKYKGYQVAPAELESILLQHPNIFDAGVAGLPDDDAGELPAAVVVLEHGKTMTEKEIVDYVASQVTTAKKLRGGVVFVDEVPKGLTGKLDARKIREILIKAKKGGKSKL
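Cell-free enzyme assay, 10nM P. pyralis luciferase, luciferin and ATP each at 10uM. Inhibition profiled over a 6-point titration, read as luminescence.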
SNCA viab count: counter-screen for SNCA expression inhibitors: cell viability; Potency, µM (titrated, usually from 57.1 µM), for the others: at the top dose activity change, negative = cytotoxicity, hits mostly cytotoxic; AID 1671193; HEK-293-SNCA-luc viability, GF-AFC fluorescence, 24 h; 0.12% of 150,000 active;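 further: potency means the concentration at half of the fitted maximal effect; 0% = DMSO-treated cells and -100% = medium-only wells without cells; nearly all actives have a fitted effect of over 30% in size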
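Cytotoxicity counterscreen: after 24 h compound treatment of genome-edited SNCA-luciferase HEK-293 cells, live-cell protease substrate GF-AFC read by fluorescence after 30 min; activity scaled between DMSO (0%) and medium-only (-100%), curves Hill-fitted.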
HEK293 tox: kills HEK 293 cells. HEK 293 viability, ATP luminescence (CellTiter-Glo), 48-72 h. Potency, µM (doses to about 115 µM), inactives show top-dose activity change, negative = cytotoxicity, most hits filed as inhibitors. 6.6% of 94,000 active. AID 1345083; further: potency means the concentration at half of the fitted maximal effect; nearly all actives have a fitted effect of over 60% in size
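Pintool-delivered compounds were incubated with HEK 293 cells (250 cells/well) at 37 degree Celsius for 48 or 72 hr. ATP-dependent luminescence (CellTiter-Glo) then reported remaining viable cells.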
SNCA expr inh: inhibitors of alpha-synuclein (SNCA) gene expression. 0.17% of 140,000 active. HEK-293 SNCA-luciferase knock-in, luminescence, 24 h. Potency, µM (series often up to 57.2 µM), without a hit: at the highest dose activity change, negative = inhibition, hits mostly inhibitors;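 further: potency means the concentration at half of the fitted maximal effect; plate controls were DMSO cells for no effect and cell-free wells for full effect; nearly all actives have a fitted effect of over 45% in size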
GPT2 inh: GPT2 alanine aminotransferase inhibition. Q8TD30. Recombinant GPT2, coupled pyruvate oxidase/HRP Amplex Red fluorescence. Potency, µM (highest dose often 57.7 µM), without a hit: top-dose activity change, negative = inhibition, actives largely listed as inhibitors. 0.25% of 100,000 active. AID 1671188; further: potency means the concentration at half of the fitted maximal effect; nearly all actives have a fitted effect of over 60% in size; many of its hits are not listed in these tables
Target sequence (Q8TD30 whole entry, looked up): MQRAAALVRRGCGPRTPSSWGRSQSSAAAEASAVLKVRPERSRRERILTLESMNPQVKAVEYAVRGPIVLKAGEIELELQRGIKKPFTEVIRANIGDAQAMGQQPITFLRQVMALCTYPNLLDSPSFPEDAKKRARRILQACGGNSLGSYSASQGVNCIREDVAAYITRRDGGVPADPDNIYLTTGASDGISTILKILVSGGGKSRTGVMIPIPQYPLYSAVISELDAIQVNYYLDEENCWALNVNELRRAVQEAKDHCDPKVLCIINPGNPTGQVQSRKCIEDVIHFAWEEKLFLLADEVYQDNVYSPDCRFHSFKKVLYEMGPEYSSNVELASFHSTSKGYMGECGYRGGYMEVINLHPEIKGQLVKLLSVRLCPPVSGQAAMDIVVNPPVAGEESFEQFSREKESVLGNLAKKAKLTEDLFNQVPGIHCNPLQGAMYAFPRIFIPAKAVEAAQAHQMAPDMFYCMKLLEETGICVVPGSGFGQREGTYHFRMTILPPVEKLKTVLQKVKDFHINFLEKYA
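Recombinant GPT2 (10ng/uL) with 250uM a-KG and 2mM L-alanine, 30 min at room temperature, in HEPES pH 7.5 buffer. Pyruvate detected by pyruvate oxidase/HRP/Amplex Red fluorescence after 30 min in the dark; AOA (50uM) as positive control.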
IP6K1 inh: IP6K1 kinase inhibition; IP6K1 kinase, ADP-Glo luminescence, 2 h; hits give low values; 0.81% of 140,000 active; AID 1645851; activity change, % (series mostly up to about 58 µM); in the data active means activity change below about -25%
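ADP-Glo luminescence measures ADP made by human IP6K1 during a 2 h RT reaction with ATP/IP6 (mix at 1.3 mM/130 uM); top library doses 57.5 and 19.1 uM final.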
* = called active by the depositor; [ ] = remark or other dose. Unless noted, the call rests on the fitted dose curve; in most records, active means well fitted curve in the direction sought with a large enough effect; inconclusive means small, poorly fitted or top-dose-only effect, or another doubt; inactive means no such curve, though single readings can be large; an effect the other way counts as inactive or inconclusive. Unless noted, on the % scale 0 is the no-effect control and ±100 the full control effect.

Screening O=C(c1cc2ccccc2[nH]1)N1CCC2(CCCCO2)CC1 returned NIH3T3 tox -10.5%, Luciferase inh inconclusive, SNCA viab count -5.0%, HEK293 tox inconclusive, SNCA expr inh 71.6%[activator], GPT2 inh 4.9% and IP6K1 inh -6.5.
`O=C(Cn1c(=O)oc2ccccc21)N1CCC(N2CC3CC(C2)[C@H]2CCCC(=O)N2C3)CC1` (some centres not stated) gave NIH3T3 tox 3.3%, Luciferase inh -8.1%, SNCA viab count 6.9%, HEK293 tox 8.8%, SNCA expr inh -2.4%, GPT2 inh inactive and IP6K1 inh 10.3.
Screening Cc1ccc(CN2CCC(N3CCCCCC3=O)CC2)cc1 returned NIH3T3 tox -4.9%[138 µM], Luciferase inh -2.8%[172 µM], SNCA viab count -5.5%[87.6 µM], HEK293 tox -2.3%[172 µM], SNCA expr inh 23.6%[87.6 µM], GPT2 inh 2.0%[88.5 µM] and IP6K1 inh 16.0.
Screening CCc1ccc(NC(=O)c2ccc3c(c2)N(Cc2ccc(C)cc2)CCS3)cc1 returned SNCA viab count -2.2%, SNCA expr inh 118.2%[activator] and IP6K1 inh 0.5.
For COC(=O)c1ccc(NC(=O)CCc2c(C)nc3c(c2C)c(=O)n(C)c(=O)n3C)cc1 the results were SNCA viab count -14.1%, SNCA expr inh 1.4% and IP6K1 inh 24.4.
`CCN(CC)C(=O)[C@@H]1C[C@H](NC(=O)c2cc(C)no2)CN1Cc1ccco1` gave NIH3T3 tox 4.6%, Luciferase inh -6.6%, SNCA viab count inconclusive, HEK293 tox -1.1%, SNCA expr inh 58.1%[activator], GPT2 inh -5.4% and IP6K1 inh 2.1.
`CC1CCN(C(=O)c2ccccc2OCC2CCCN(C(=O)c3ccncc3)C2)CC1` (configuration not stated) gave NIH3T3 tox inconclusive, Luciferase inh 6.9%, SNCA viab count -10.5%, HEK293 tox -18.0%, SNCA expr inh 4.6%, GPT2 inh inactive and IP6K1 inh -13.3.
`COc1c(Nc2ncc(Cl)c(N[C@H]3[C@@H](C(N)=O)[C@@H]4C=C[C@H]3C4)n2)ccc2c1CC[C@@H](N1CCOCC1)CC2` gave SNCA viab count -8.5%, GPT2 inh 2.2% and IP6K1 inh 8.7.
Screening COc1cccc(-c2ccc(C(=O)N3CCC(C(=O)NCc4ccc5c(c4)OCO5)CC3)cc2)c1 returned NIH3T3 tox inconclusive, SNCA viab count 1.1%[12.5 µM], HEK293 tox inconclusive, SNCA expr inh 19.2%, GPT2 inh -7.0% and IP6K1 inh -10.6.
COc1cc(-c2onc(C)c2C(=O)NCc2cccc(F)c2F)cc(OC)c1OC was read as NIH3T3 tox -28.8%, Luciferase inh -0.4%, SNCA viab count -15.4%, HEK293 tox inconclusive, SNCA expr inh 9.2%, GPT2 inh -3.2% and IP6K1 inh -7.3.
`O=C(NCc1cccc(F)c1)C1CCN(c2nccc(Nc3ccccc3Cl)n2)CC1` gave NIH3T3 tox inconclusive, SNCA viab count -9.8%, HEK293 tox 44.7µM*, SNCA expr inh -11.9%, GPT2 inh inactive and IP6K1 inh -1.0.
`O=C(c1ccccn1)N1CCC(c2cc(-c3ccc(F)cc3)n[nH]2)CC1` gave NIH3T3 tox -19.9%, Luciferase inh -10.2%, SNCA viab count 4.5%, HEK293 tox inconclusive, SNCA expr inh 4.6%, GPT2 inh inactive and IP6K1 inh 4.1.
For Cc1noc(C)c1CC(=O)N[C@@H]1CN(c2ccccn2)C[C@H]1CN(C)C the results were NIH3T3 tox inactive, Luciferase inh 1.4%, SNCA viab count -2.7%, HEK293 tox inactive, SNCA expr inh 2.3%, GPT2 inh 4.5% and IP6K1 inh 2.5.
Screening COc1ccc2c(c1)CCN=C2C[C@H]1CN(C(=O)C(C)(C)C)CC[C@H]1CC(=O)O returned NIH3T3 tox inconclusive, Luciferase inh -1.6%[172 µM], SNCA viab count -0.5%[87.6 µM], HEK293 tox 112µM*, SNCA expr inh -16.1%[87.6 µM], GPT2 inh inconclusive and IP6K1 inh 3.8.
Screening NC(=O)[C@H](CC1CCCCC1)NC(=O)[C@@H]1CN(C(=O)c2cccnc2)CCN1C(=O)C1CCCCC1 returned NIH3T3 tox -7.2%, Luciferase inh -6.0%, SNCA viab count 0.4%, HEK293 tox -4.0%, SNCA expr inh 4.0%, GPT2 inh inactive and IP6K1 inh -5.1.
Screening F[C@@H]1CN(Cc2ccc(C(F)(F)F)cc2)C[C@@H]1OCc1nc2ncccc2[nH]1 returned NIH3T3 tox inconclusive, Luciferase inh 5.0%[172 µM], SNCA viab count -7.2%[87.6 µM], HEK293 tox inconclusive, SNCA expr inh 3.5%[87.6 µM], GPT2 inh -2.1%[88.5 µM] and IP6K1 inh -12.2.
`Cc1ccc2ccc(Cl)cc2n1` gave SNCA viab count -1.5%[23.9 µM], SNCA expr inh 27.2%[25.6 µM], GPT2 inh -7.0% and IP6K1 inh 6.6.
For CC1CCN(S(=O)(=O)c2cc(C(=O)NCc3ccc(F)cc3)n(C)c2)CC1 the results were SNCA viab count 2.3%, SNCA expr inh -9.3% and IP6K1 inh 22.1.
For COc1ccc(C(C(=O)NCc2ccccc2)N(C(=O)Cn2nnc3ccccc32)c2cccc(OC)c2)cc1 (configuration not stated) the results were SNCA viab count 0.9%, SNCA expr inh -5.1% and IP6K1 inh -3.2.
`CCOC(=O)C1(Cc2ccccc2F)CCCN(C(=O)CN2CCOC2=O)C1` (configuration not stated) gave NIH3T3 tox -20.9%, Luciferase inh -11.4%, SNCA viab count 0.6%, HEK293 tox -14.2%, SNCA expr inh 12.0%, GPT2 inh inactive and IP6K1 inh 5.4.
`CC[C@H]1CN(S(=O)(=O)c2ccccc2)CC[C@H]1CC(=O)NC1CCCC1` gave NIH3T3 tox 0.3%[174 µM], Luciferase inh 2.9%[172 µM], SNCA viab count -8.2%[87.6 µM], HEK293 tox -8.7%[172 µM], SNCA expr inh 18.4%[87.6 µM], GPT2 inh 3.7%[88.5 µM] and IP6K1 inh 5.8.
Screening N#Cc1ccc(CSc2nc3c(c(=O)[nH]2)CCCC3)cc1 returned SNCA viab count -6.2%, SNCA expr inh 14.7% and IP6K1 inh 15.1.
O=C1NCc2ccccc2CC12CCCN2Cc1cccc(Br)c1 (configuration not stated) was read as NIH3T3 tox -6.2%, SNCA viab count 10.1%, HEK293 tox -7.4%, SNCA expr inh -18.5%, GPT2 inh inactive and IP6K1 inh -7.1.
`COC(=O)C1=C(c2ccccc2)c2ccccc2S(=O)(=O)N1CC(=O)Nc1cc(C)ccc1C` gave SNCA viab count -3.8%, SNCA expr inh inconclusive and IP6K1 inh -19.1.
For COCCN1C(=O)CC[C@]2(C(=O)NC3CCCCC3)CCCC[C@@H]12 the results were NIH3T3 tox -14.6%, Luciferase inh -7.9%, SNCA viab count -18.2%, HEK293 tox -16.2%, SNCA expr inh -3.7%, GPT2 inh inactive and IP6K1 inh -1.8.
For Cc1ccc(Nc2ncc(C(=O)N3CCN(c4ccc(F)cc4)CC3)c3ccccc23)cc1Cl the results were SNCA viab count 3.2%, SNCA expr inh -3.1% and IP6K1 inh 14.1.
For COc1ccc(NC(=O)c2cc3cc(C)ccc3[nH]2)cc1 the results were SNCA viab count 9.2%, SNCA expr inh 60.4%[activator] and IP6K1 inh 1.6.
For O=C(C1C2C(=O)N(CCOc3ccccc3)C[C@@]23C=C[C@@H]1O3)N1CCSCC1 (some centres not stated) the results were NIH3T3 tox -1.6%, Luciferase inh -0.3%, SNCA viab count -9.9%, HEK293 tox -12.1%, SNCA expr inh -0.8%, GPT2 inh -18.3% and IP6K1 inh -4.4.
CC(C)CN1C(=O)COC[C@@H]1[C@H](O)c1ccc(NC(=O)c2cnccn2)cc1 was read as NIH3T3 tox -3.8%[138 µM], Luciferase inh 5.3%[172 µM], SNCA viab count 5.2%[87.6 µM], HEK293 tox -6.6%[172 µM], SNCA expr inh -3.0%[87.6 µM], GPT2 inh -3.2%[88.5 µM] and IP6K1 inh -9.2.
Screening CC(C)(C)c1ccc(S(=O)(=O)NCc2ccc(C(=O)Nc3cccnc3)cc2)cc1 returned SNCA viab count -17.7%, GPT2 inh -19.7% and IP6K1 inh -3.3.

Next section (4 carried over from the part before).
For COc1ccc(NC(=O)c2cc3cc(C)ccc3[nH]2)cc1 the results were SNCA viab count 9.2%, SNCA expr inh 60.4%[activator] and IP6K1 inh 1.6.
For O=C(C1C2C(=O)N(CCOc3ccccc3)C[C@@]23C=C[C@@H]1O3)N1CCSCC1 (some centres not stated) the results were NIH3T3 tox -1.6%, Luciferase inh -0.3%, SNCA viab count -9.9%, HEK293 tox -12.1%, SNCA expr inh -0.8%, GPT2 inh -18.3% and IP6K1 inh -4.4.
CC(C)CN1C(=O)COC[C@@H]1[C@H](O)c1ccc(NC(=O)c2cnccn2)cc1 was read as NIH3T3 tox -3.8%[138 µM], Luciferase inh 5.3%[172 µM], SNCA viab count 5.2%[87.6 µM], HEK293 tox -6.6%[172 µM], SNCA expr inh -3.0%[87.6 µM], GPT2 inh -3.2%[88.5 µM] and IP6K1 inh -9.2.
Screening CC(C)(C)c1ccc(S(=O)(=O)NCc2ccc(C(=O)Nc3cccnc3)cc2)cc1 returned SNCA viab count -17.7%, GPT2 inh -19.7% and IP6K1 inh -3.3.
`COc1ccc(OC)c(CCNC(=O)CCn2c(=O)c3cccn3c3ccc(F)cc32)c1` gave SNCA viab count -5.4%, SNCA expr inh 0.5% and IP6K1 inh 5.1.
COc1nc2nc(CCc3ccccc3)n(C)c2cc1-c1cccc(NC(C)=O)c1 was read as NIH3T3 tox inconclusive, Luciferase inh inconclusive, SNCA viab count inconclusive, HEK293 tox inconclusive, SNCA expr inh -27.0%[87.6 µM], GPT2 inh -22.4%[88.5 µM] and IP6K1 inh 4.5.
Screening COCCCNC(=O)C1CCN(c2nccc(Nc3ccccc3F)n2)CC1 returned NIH3T3 tox inconclusive, SNCA viab count -2.4%[12.5 µM], HEK293 tox inconclusive, SNCA expr inh 27.4%, GPT2 inh 1.9% and IP6K1 inh 15.3.
`Cc1nonc1CC(=O)N1CCC2(CCC(=O)N(CCc3ccncc3)C2)CC1` gave NIH3T3 tox inactive, Luciferase inh 7.1%, SNCA viab count 2.7%, HEK293 tox inactive, SNCA expr inh -20.4%, GPT2 inh 3.6%[11.5 µM] and IP6K1 inh -1.2.
Screening CCCN1CCc2nc(N3CCN(C)CC3)ncc2C1 returned SNCA viab count 0.3%, SNCA expr inh 61.1%[activator] and IP6K1 inh -1.1.
`Cc1cn2nc(C(=O)NCc3ccccc3F)cc2c(N(C)Cc2ccccc2)n1` gave NIH3T3 tox inconclusive, Luciferase inh -0.4%, SNCA viab count -0.5%, HEK293 tox inconclusive, SNCA expr inh -30.0%, GPT2 inh inactive and IP6K1 inh -5.7.
`O=C(NC1CCCCC1)N1CC(c2nnc(-c3ccncc3)o2)C2(CCOCC2)C1` (configuration not stated) gave NIH3T3 tox -28.0%, Luciferase inh -6.9%, SNCA viab count 9.1%, HEK293 tox -3.3%, SNCA expr inh 16.4%, GPT2 inh -24.3% and IP6K1 inh 13.8.
